# PMI inhibitors: inhibitors of human PMI, primary screen, biochemical, fluorescence intensity, coupled assay (AID 1209). purified PMI enzyme, coupled fluorescence intensity; higher % means a stronger effect. one-dose inhibition, % at 20 µM; IC50 in µM for titrated hits. hit rate 0.42% among 190,000;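 also: plate controls were DMSO vehicle for no effect and wells lacking substrate for full effect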
# Autophagy HCS: alters autophagy in cells; MEF GFP-LC3 puncta imaging; test concentration mostly 10 µM; calls only at 10 µM (by protocol); hit rate 0.98% among 190,000;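 active = percentage of spot-positive cells more than 3 SD above its plate mean, without a fluorescence outlier flag or 80% toxicity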;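 also: spot-positive cell cutoff set from DMSO-treated cells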
# WT yeast gro inh: growth inhibition of WT yeast, mitochondrial fusion screen; mitochondrial fusion phenotypic screen, WT strain; inhibition, % at 10 µM; hit rate 2.1% among 190,000; AID 1362; in the data active = inhibition above about 58%; tested in S. cerevisiae
# Yfh1-off respiration: mitochondrial function rescue without frataxin homolog – Friedreich's ataxia, plus single-dose screen, dose response (AID 1465); S. cerevisiae Yfh1-off respiration, WST-1 reduction, 72 h; higher fold induction means a stronger effect; one-dose fold induction at 50 µM; EC50 in µM for titrated hits; hit rate 0.074% among 220,000;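 active = fold induction of absorbance versus untreated yeast above a set limit, then at least 30% activation at any dose in follow-up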;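 also: activators that raise dye reduction in frataxin-depleted yeast; strong numbers were not always called active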
# bCat nuc transl: alters nuclear translocation of beta-catenin in HeLa cells; immunofluorescence imaging; nuclear translocation activity, % at 5 µM; hit rate 0.3% among 190,000;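 active = nuclear translocation activity above 50% at 5 µM, with a well cell count of 50 or more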;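 also: per-cell ratio of nuclear to cytoplasmic median beta-catenin stain intensity; plate controls were DMSO negative control for no effect and GSK-3 inhibitor IX positive control for full effect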
#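 Technique: fluorescence imaging of beta-catenin antibody stain plus DAPI / Material: human HeLa cell line / Incubation: compound treatment 24 h, 37°C, 5% CO2 / Read-out basis: % activation of per-cell nuclear versus cytoplasmic median beta-catenin signal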
# MT stabilize HCS: stabilizes microtubules in HeLa cells; HeLa tubulin immunostaining HCS, 24 h; share of cells brighter than vehicle mean+2SD; % tubulin-high responders, % at 10 µM; hit rate 0.83% among 200,000; AID 2205;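 active = plate Z-score above 3 for both tubulin-high and condensed-nucleus cell shares, with cell loss under 80%, at 10 µM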;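 also: anti alpha tubulin signal scored within the nucleus-defined area of each cell; some results filed as inactive read as strong as hits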
# PMI inhibition: human PMI inhibitors, high substrate, primary screen, biochemical, fluorescence intensity, high mannose 6-phosphate (AID 1220); recombinant PMI enzyme, coupled fluorescence intensity; higher % means a stronger effect; inhibition, % at 20 µM; hits with a dose series show IC50 in µM; hit rate 0.66% among 190,000
# Insulin prom up: MIN6 insulin promoter up-regulation | hit rate 0.3% among 190,000 | MIN6 insulin promoter-GFP reporter, high-content imaging; stronger effect = higher value | AID 1625 | z-score at 5 µM;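 active = z-score above 3 at 5 µM with at least 500 cells counted in the well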
# Dynein transport: dynein cargo transport inhibition; z-score, hits read low; hit rate 0.47% among 220,000; AID 1381; 3617.4 mouse cells, GR-EGFP nuclear translocation imaging; test concentration mostly 20 µM; stimulated with dexamethasone, 1 µM; stronger effect = lower value;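 active = plate z-score of nuclear minus cytoplasmic receptor signal below a set negative limit, without overly bright fluorescence or cell loss, cut at about -3.5 in these data, passing the limit was not always enough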;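 also: z-score of nuclear minus cytoplasmic ring GR-EGFP intensity difference per well; some compounds called inactive have numbers as strong as hits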
#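 Buffer or medium: tetracycline-free induction medium containing charcoal-stripped FBS / Reagent: dexamethasone agonist, 1.0 µM final, for 30 min / Technique: automated 10x imaging of fixed Hoechst-stained cells / Times: induction 48 h, compound 1 h, agonist 30 min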
# WT yeast gro inh mutant strain: further read-out of WT yeast gro inh, marked with its call; inhibition, %; mitochondrial fusion phenotypic screen, mutant strain inhibition
# Dynein transport cytoplasmic EGFP: second read-out of Dynein transport, no call of its own (marks repeat the call); z-score; measured here: cytoplasmic GR-EGFP intensity; stronger effect = higher value
# Dynein transport nuclear GR-EGFP: second read-out of Dynein transport, no call of its own (marks repeat the call); z-score; measured here: nuclear GR-EGFP intensity;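 lower value marks the stronger effect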
# Dynein transport cell count: also measured in Dynein transport; calls as there; z-score; measured here: cell count per field
# Insulin prom up cell count: further read-out of Insulin prom up, marked with its call; cell count; measured here: cytotoxicity, nuclei count;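 total cells summed across four imaged fields per well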
# bCat nuc transl cell count 5 µM: also measured in bCat nuc transl; calls as there; cell count; measured here: cell count, cytotoxicity flag
# MT stabilize HCS Hoechst-high %: also measured in MT stabilize HCS; calls as there; % Hoechst-high responders; measured here: nuclear condensation Hoechst responders;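 share of cells brighter than vehicle mean plus two SD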
# MT stabilize HCS cytotoxicity %: further read-out of MT stabilize HCS, marked with its call; toxicity, %; measured here: cytotoxicity by cell density;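 0% = mean cell density of plate MIN control wells and 100% = no cells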
# Autophagy HCS cell loss 18 h: further read-out of Autophagy HCS, marked with its call; toxicity, %; measured here: cell loss, nuclei count;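 cell loss after 18 h compound exposure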
# Active calls of the source: *; i = inactive; . = not tested or not shown; + = active, no number. Rule as the data show it, unless noted: active = inhibition above about 50%; inactive = the rest.
SMILES,PMI inhibitors,Autophagy HCS,Autophagy HCS cell loss 18 h,WT yeast gro inh,WT yeast gro inh mutant strain,Yfh1-off respiration,bCat nuc transl,bCat nuc transl cell count 5 µM,MT stabilize HCS,MT stabilize HCS Hoechst-high %,MT stabilize HCS cytotoxicity %,PMI inhibition,Insulin prom up,Insulin prom up cell count,Dynein transport,Dynein transport cytoplasmic EGFP,Dynein transport nuclear GR-EGFP,Dynein transport cell count
CCOC(=O)N1CCC(Nc2c(-c3ccc(C)c(C)c3)c(=O)c2=O)CC1,6%,i,8,-21,26,i,-1.2,797,1.3,0.8,3.4,6%,-0.47,1476,-0.6,-0.22,-0.052,1.4
CCc1ccc(C(=O)COC(=O)C(CCSC)NC(=O)C23CC4CC(CC(C4)C2)C3)cc1 (stereo unspecified),2%,i,3,-4,12,i,2.1,471,2.7,3.7,11,7%,-0.33,1178,-0.063,-0.22,-0.024,-0.2
O=C(NC1CCCC1)C1CC(c2ccc(F)cc2)=NO1 (stereo unspecified),-19%,i,13,-14,-14,i,.,.,4.1,2.9,8.6,-10%,.,.,0.071,0.044,0.42,-0.34
CCOC(=O)C(C(=O)OCC)C(C(=O)OCC)N1CCOCC1 (stereo unspecified),4%,i,19,38,37,i,-12,1075,3.6,2.3,4.3,1%,.,.,-4.6*,0.9*,-2.6*,1.2*
CCC1(c2ccc(F)cc2)NC(=O)N(CC(=O)N2CCOCC2)C1=O (stereo unspecified),-2%,i,-3,.,.,i,0.9,1164,4.5,2.0,1.5,-6%,2,1293,-0.17,-0.36,-0.19,1.3
COc1ccc(S(=O)(=O)N(C)CC(=O)Nc2ccc3c(c2)OCO3)cc1OC,12%,i,-5,1,-16,i,.,.,2.6,2.7,5.9,10%,-5.9,1019,-0.72,-0.19,-0.41,1.5
CCNc1nc(SCCOc2ccccc2)nc(N(C)C)n1,20%,i,1,9,9,i,.,.,2.1,1.1,4.1,10%,.,.,-0.3,-0.22,-0.13,-0.13
Cc1ccc2nc3c(cc2c1)CN(Cc1ccco1)C(=NCC1CCCO1)S3 (stereo unspecified),-8%,i,7,21,24,.,-0.8,1112,5.2,4.7,2.2,-34%,-0.88,1754,-0.5,-0.23,-0.053,0.45
Cc1ccc(S(=O)(=O)N(CC(=O)O)c2ccc(Cl)c(C(F)(F)F)c2)cc1,-24%,i,6,-6,0,i,0.3,1528,1.3,0.9,5.8,-11%,-0.02,1533,-0.45,-0.34,-0.39,1.3
COc1cc(Nc2cc(C)nc3nc(C)nn23)cc(OC)c1OC,9%,i,-8,11,-7,i,1.5,1079,4.8,2.3,6.5,7%,1.4,1568,0.11,-0.19,0.26,0.76
COc1cccc(OCCSc2nnc3sc4ccccc4n23)c1,9%,i,4,9,5,i,-1.5,959,0.9,0.5,49,4%,2.5,1202,-1.1,-0.03,-0.29,0.25
O=C1/C(=N\S(=O)(=O)c2cccs2)C([n+]2ccc(CCCc3ccccc3)cc2)=C([O-])c2ccccc21,.,.,.,.,.,i,-2.2,1170,.,.,.,.,-0.95,883,0.12,-0.15,0.06,0.093
O=C(CSc1nnc(-c2cccnc2)n1C1CCCCC1)NC1CCCCC1,-7%,i,-8,-8,-11,i,0.4,1045,3.7,1.4,1.5,-6%,.,.,0.38,-0.18,0.41,1
Cc1noc(N)c1C(=O)Nc1ccc(C(C)(C)C)cc1,11%,i,-1,6,5,i,-3.6,972,3.3,1.2,4.1,7%,1.1,1295,0.31,-0.18,0.068,0.6
O=C(O)CN(c1ccccc1)S(=O)(=O)c1cc(C(F)(F)F)cc(C(F)(F)F)c1,-19%,i,29,-8,-2,.,-3.6,1178,2.3,1.6,4.8,-9%,0.29,1274,0.071,-0.28,0.063,-0.023
COc1ccc(N2C(=O)C(=O)/C(=C(/O)c3ccc(C)cc3)C2c2cccnc2)cc1 (stereo unspecified),1%,i,-13,-11,13,i,-0.8,936,2.9,2.7,11,-4%,0.24,1414,-0.23,-0.19,-0.48,0.4
CS(=O)(=O)NC1c2cccc3cccc(c23)C1N1CCOCC1 (stereo unspecified),7%,i,-6,-9,19,i,-0.5,1035,5.0,2.9,6.0,8%,0,1866,0.62,0.16,0.76,-0.65
COC(C(=O)N/N=C(\C)CC(=O)Nc1ccc(N(C)C)cc1)c1ccccc1 (stereo unspecified),17%,i,-6,-13,-4,i,1.7,985,2.0,1.5,3.0,25%,-0.47,1490,-1.2,-0.37,-0.52,1.9
COc1ccc(C(=O)Nc2cc3c(cc2C#N)OCO3)cc1S(=O)(=O)N1CCN(C)CC1,10%,.,.,12,-1,i,0.7,1111,4.6,2.1,9.6,11%,-1.1,1377,0.15,-0.21,0.42,-0.012
COc1ccc(N2CCN(Cc3cc(=O)oc4cc(C)c(Cl)cc34)CC2)cc1,8%,i,5,25,12,i,-0.8,1146,3.5,4.5,12,5%,-0.11,1269,-1.4,-0.2,-0.37,0.24

# Looked up above:
# For Dynein transport cytoplasmic EGFP, COc1ccc(S(=O)(=O)N(C)CC(=O)Nc2ccc3c(c2)OCO3)cc1OC has -0.19
# For WT yeast gro inh, COc1ccc(N2CCN(Cc3cc(=O)oc4cc(C)c(Cl)cc34)CC2)cc1 has 25

# (listing goes on)
SMILES,PMI inhibitors,Autophagy HCS,Autophagy HCS cell loss 18 h,WT yeast gro inh,WT yeast gro inh mutant strain,Yfh1-off respiration,bCat nuc transl,bCat nuc transl cell count 5 µM,MT stabilize HCS,MT stabilize HCS Hoechst-high %,MT stabilize HCS cytotoxicity %,PMI inhibition,Insulin prom up,Insulin prom up cell count,Dynein transport,Dynein transport cytoplasmic EGFP,Dynein transport nuclear GR-EGFP,Dynein transport cell count
CC(C)Oc1ccc(C(CC(=O)N(C)CCC#N)c2ccc(F)cc2)cc1 (stereo unspecified),10%,i,7,-6,-12,i,1.4,934,2.4,2.7,4.9,7%,-0.45,1455,-0.28,-0.3,-0.39,0.34
Cc1ccc(Nc2nc(C(=O)N3CCC(C(=O)NC(C)C)CC3)cs2)cc1,.,.,.,.,.,i,1.8,1323,.,.,.,.,-1.2,932,0.13,-0.032,0.91,-1.6
CCC(C)n1c(-c2cccc(S(=O)(=O)N(CC)CC)c2)n[nH]c1=S (stereo unspecified),7%,i,-9,4,11,i,-0.9,1160,3.4,2.2,7.4,8%,0.42,1328,0.6,-0.16,0.45,-0.56
CC(=O)n1c2ccccc2c2nc(NC(C)C)sc21,7%,i,5,-12,-3,i,0.8,1152,4.7,3.9,9.4,24%,-0.05,1132,0.24,0.12,0.25,-0.21
CC(C)NC(=O)N(O)C1N(C(C)C)C(=O)N(Cc2ccc3c(c2)OCO3)C1(C)C (stereo unspecified),.,.,.,.,.,i,-3.0,1101,.,.,.,.,0.97,1381,-0.085,-0.24,-0.14,0.1
S=C(NCc1ccco1)N1CCN(c2cccc(Cl)c2)CC1,15%,i,19,50,34,i,1.5,989,1.8,1.3,8.5,11%,0.26,1370,-0.86,-0.3,-0.34,0.32
CCCCn1c(=O)[nH]c(=O)c2c1nc(-c1ccccc1F)n2Cc1ccccc1,-3%,i,30,8,15,i,1.6,1008,3.6,1.3,9.7,-6%,0.51,1271,0.75,-0.35,0.76,0.75
Cc1nn(Cc2c(Cl)cccc2Cl)c(C)c1C(=O)NCc1ccc(C)n1C,1%,i,-11,1,-1,i,.,.,2.4,1.6,9.1,-3%,.,.,0.56,-0.19,0.41,-0.13
CCOC(=O)/C(=C\c1ccc(C)cc1)NC(=O)c1ccccc1,1%,i,-14,-7,2,i,0.0,1530,1.4,1.5,5.0,-5%,0.43,1415,0.26,-0.34,0.27,-0.054
CC1(C)Cc2nc3sc4c(SCC(=O)NCc5ccccc5)ncnc4c3cc2CO1,-3%,+,58*,12,8,i,.,.,35*,48*,69*,0%,-2.1,690,-0.012,-0.14,0.31,-0.27
CCOc1ccc(C(CCc2ccccc2)NC(=O)c2ccc(OC)c(OC)c2)cc1OCC (stereo unspecified),11%,i,27,34,33,i,-3.4,1014,1.9,1.3,8.3,7%,0.01,920,0.07,-0.29,0.47,1.1
O=C(NNC(=O)c1nn(-c2ccc(F)cc2)ccc1=O)c1ccc(C(F)(F)F)cc1,.,.,.,.,.,i,-0.3,1136,.,.,.,.,0.28,1433,1,-0.24,0.46,-0.43
CSc1ccc(C(=O)/C=C/c2ccc(N)cc2)cc1,0%,i,13,29,24,i,2.9,527,8.7,2.4,4.2,6%,0.82,1260,-1.8,-0.16,-0.64,1.2
COc1ccc(CNC(=O)c2ccc(C(C)(C)C)cc2)cc1,18%,i,-2,4,-6,i,1.5,952,1.9,2.6,5.5,6%,0.27,1467,-0.39,-0.28,-0.14,1
CN1CCc2ccccc2C1C1CCNCC1 (stereo unspecified),-2%,i,-12,-2,-18,i,-2.5,959,2.3,1.7,11,8%,0.99,1306,-0.099,-0.13,-0.015,0.27
Cc1cccc(NC(=O)c2ccoc2C)n1,10%,i,-9,17,0,i,-1.9,1166,2.6,1.3,8.4,9%,1.2,807,0.24,-0.22,0.35,0.27
Cc1cc(-c2ccc(F)cc2)nc2cc(C(N)=O)nn12,-11%,i,2,-2,-16,i,.,.,2.5,1.0,9.4,-20%,0.5,866,2.3,-0.25,1.5,-1.2
CC(C)c1ccc(S(=O)(=O)c2cn(Cc3ccc(F)cc3)c3cc4c(cc3c2=O)OCO4)cc1,5%,i,-31,-3,-12,i,-4.2,495,4.5,3.6,9.5,19%,0.3,1229,-0.77,-0.28,-0.87,0.95
Cc1cc(NC(=O)C(C)C)n(-c2nc3ccccc3s2)n1,2%,i,-4,18,9,i,-3.1,1068,6.5,2.1,5.9,-1%,-0.96,1178,-0.15,-0.25,0.43,-0.63
